Assay outcomes from PubChem.
C2C12 statin: suppression of simvastatin myotoxicity; C2C12 myotubes + simvastatin, ATP luminescence, 48 h; scaled: DMSO 0, geranylgeraniol control 100; rescue of ATP level, % at 7.49 µM; 0.78% of 330,000 active; AID 602340;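 active = mean ATP rescue above about 67%, or every replicate alone reaching that limit, limit read from the data, passing the limit was not always enough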;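 also: myotubes were challenged with 10 µM simvastatin during compound exposure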
Cneo AK release: Cryptococcus neoformans lysis via adenylate kinase release; C. neoformans lysis, adenylate kinase release luminescence, 4 h; normalised: neutral wells 0, clomiphene wells 100; lysis activity, % at 15 µM; 0.2% of 360,000 active; AID 651654;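 active = mean lysis activity across replicates of at least 80%, whatever share of replicates individually reach that level; inactive = mean lysis activity below 80%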
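Assay system: C. neoformans cells. Amount: yeast cell density of 5 × 10^6 cells/mL. Technique: AK luminescence. Buffer or medium: YPD. Times: static 4 h at 37 °C with compound, 1 h detection. Dosing: single-point compound dose. Read-out: lysis from increased AK signal.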
PGC1a acetyl inh: PGC1a acetylation modulation, inhibitor mode; 0.17% of 350,000 active; inhibition, % at 15.6 µM; U2OS PGC1a acetylation, AlphaScreen anti-acetyl-lysine; with virally co-expressed GCN5 acetyltransferase;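 active = every replicate shows inhibition of at least 40%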;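 also: 0% = neutral control wells and 100% = positive control wells; some results beyond the cut were filed as inactive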
miR-122 sensor: blocks miR-122 activity in Huh7 sensor cells; Huh7 miR-122 Renilla luciferase sensor, 48 h; neutral wells = 0, positive control = 100; activation (reporter increase), % at 12.5 µM; 0.3% of 340,000 active; AID 602342;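 active = mean replicate activation score at least 90 and every replicate individually at or above 90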;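 also: higher luciferase means less miR-122 activity so hits act as miR-122 inhibitors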
INS-1E GSIS act: GLuc luminescence reporter in INS-1E cells, primary screen for activators of glucose-dependent secretion of insulin; 0.61% of 370,000 active; activation, % at 16.6 µM; AID 743287; INS-1E GLuc reporter insulin secretion, 2-3 h;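 active = lowest replicate activation of at least 40%, so every replicate reaches that level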;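 also: 0% = median of neutral control wells and 100% = median of IBMX positive control wells; some compounds called inactive have numbers as strong as hits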
FN deposition inh: fibronectin deposition inhibition | 0.086% of 350,000 active | inhibition, % at 12.6 µM | AH1F fibroblasts, Alexa488-fibronectin deposition fluorescence, overnight;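 active = mean inhibition across replicates of 30% or more, regardless of how many single replicates reach that level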;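 also: positive control wells lacked labelled fibronectin entirely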
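Measured by – fluorescence 485/525 nm · System – AH1F fibroblast monolayer, labelled fibronectin deposition · Amount – 10000 cells per well · Buffer or medium – serum-reduced DMEM (2% serum) · Doses – single dose, pinned · Also added – fluorescent fibronectin at 24 nM final · Schedule – 1 h cell attachment, overnight exposure to compound and label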
PglD inh: PglD (C. jejuni) enzyme inhibition; purified PglD enzyme, DTNB colorimetric CoA detection; inhibition, % at 12.5 µM; 0.098% of 360,000 active; AID 602405; in the data active = inhibition above about 16%, passing the limit was not always enough; also: strong numbers were not always called active
F508del corr: correctors of CFTR F508del function in bronchial epithelial cells. AID 720511. CFBE cells, YFP halide quenching; stimulated with forskolin plus potentiator P3; % fluorescence drop versus neutral controls. 0.36% of 350,000 active. activity (quench increase), % at 7.58 µM;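 active = mean added fluorescence quench of at least 8% versus neutral control, with both replicates also reaching 8%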;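 also: cells transiently co-express mutant CFTR-F508del with the halide-sensitive YFP; corrector assay measuring rescue of mutant channel to the surface after 24 h compound exposure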
Numbers without * were called inactive; & = joins results of further samples; [ ] = remark or other dose.

Screening Cc1cc(C)n(CC(=O)NNC(=O)C2CC(=O)N(Cc3ccccc3Cl)C2)n1 (stereo not given) returned C2C12 statin 0, Cneo AK release -3, INS-1E GSIS act -5, FN deposition inh 12, PglD inh -6 and F508del corr -2.4.
Screening N#C[C@@H]1[C@H](c2ccc(-c3cccnc3)cc2)[C@H](CO)N1C(=O)C1CC1 returned C2C12 statin 11, Cneo AK release 5, PGC1a acetyl inh -3, INS-1E GSIS act 4, FN deposition inh -2, PglD inh -2 and F508del corr -0.7.
`Nc1ccc2c(c1)C(=O)CCC2` gave C2C12 statin 2, Cneo AK release -1, miR-122 sensor -4, FN deposition inh 3, PglD inh -2 and F508del corr -4.4.
COc1cccc(NC(=O)N(C)C[C@H]2OCc3cn(nn3)CCCC(=O)N([C@@H](C)CO)C[C@@H]2C)c1 was read as C2C12 statin 4&-18&-2, Cneo AK release -2&-2&-20, PGC1a acetyl inh -13&3&0, miR-122 sensor -2, INS-1E GSIS act 8&0, FN deposition inh -6&2, PglD inh -4&46&1 and F508del corr -0.7&0.3&-0.1.
`O=C(Cn1cnc2c(cnn2-c2ccccc2)c1=O)OCc1ccccc1` gave C2C12 statin -10, PGC1a acetyl inh 1, miR-122 sensor -2 and INS-1E GSIS act -14.
`C[C@@H](NC(=O)C[C@@H]1CC[C@@H](NC(=O)Cc2ccccn2)[C@H](CO)O1)c1ccccc1` gave C2C12 statin -12, Cneo AK release 0, PGC1a acetyl inh -19, miR-122 sensor -9[16.7 µM], INS-1E GSIS act 7, FN deposition inh -1, PglD inh -2 and F508del corr 0.9.
Screening COc1ccc([C@H]2C[C@@H](O)[C@H](n3cc(C4CC4)nn3)CN2C(=O)c2cccs2)cc1 returned C2C12 statin 11, Cneo AK release 1, PGC1a acetyl inh 9, miR-122 sensor -3, INS-1E GSIS act -1, FN deposition inh 3, PglD inh 2 and F508del corr 1.6.
O=S(=O)(c1ccc(Cl)cc1)c1nc(-c2ccco2)oc1N1CCCCC1 was read as C2C12 statin 6, Cneo AK release -4, PGC1a acetyl inh 7, miR-122 sensor 4, INS-1E GSIS act -4, FN deposition inh -1, PglD inh 5 and F508del corr -0.4.
For C[C@@H]1CN([C@@H](C)CO)C(=O)c2cc(NC(=O)Nc3ccc4c(c3)OCO4)ccc2O[C@H]1CN(C)C(=O)Nc1ccc2c(c1)OCO2 the results were C2C12 statin -9, Cneo AK release -1, PGC1a acetyl inh 13, miR-122 sensor 7[16.7 µM], INS-1E GSIS act -7, PglD inh 2 and F508del corr 0.6.
FC(F)(F)Oc1ccccc1C(c1nnnn1C1CCCC1)N1CCN(C/C=C/c2ccccc2)CC1 (stereo not given) was read as C2C12 statin 2, Cneo AK release -17, PGC1a acetyl inh 0, miR-122 sensor 0, INS-1E GSIS act -42, PglD inh 5 and F508del corr -0.2.
Screening O=c1cc(-c2ccccc2)nc2n1Cc1ccccc1-2 returned C2C12 statin 2, Cneo AK release 2, PGC1a acetyl inh 6, miR-122 sensor 3, INS-1E GSIS act 39 and PglD inh -3.
`Cc1ccc(S(=O)(=O)NCC(=O)OCc2nnc(-c3ccccc3)o2)cc1` gave C2C12 statin 8, Cneo AK release 1, INS-1E GSIS act -51, FN deposition inh 4, PglD inh -2 and F508del corr 1.7.
`Cc1[nH]ccc(=O)c1OCc1ccccc1` gave C2C12 statin 1, Cneo AK release 3, PGC1a acetyl inh 0, miR-122 sensor -5, FN deposition inh 5 and PglD inh 1.
For COc1cc(C2=NOC(C(=O)NCc3cccnc3)C2)cc(OC)c1OC (stereo not given) the results were C2C12 statin 0, Cneo AK release 1, PGC1a acetyl inh 2, miR-122 sensor -2, INS-1E GSIS act -3, FN deposition inh -9, PglD inh -5 and F508del corr 1.8.
Screening O=C(C[C@@H]1CC[C@@H]2[C@H](COC[C@@H](O)CN2Cc2ccc(Oc3ccccc3)cc2)O1)N1CCOCC1 returned C2C12 statin 17, Cneo AK release -1, PGC1a acetyl inh 0, miR-122 sensor -4[16.7 µM], INS-1E GSIS act -4, FN deposition inh 12, PglD inh 1 and F508del corr -2.7.
COc1ccc(NC(=O)n2nc(OC(=O)c3cccs3)cc2N)cc1 was read as C2C12 statin 7, Cneo AK release -2, PGC1a acetyl inh -3, miR-122 sensor -2, FN deposition inh -7, PglD inh 1 and F508del corr 0.6.
`CCS(=O)(=O)N1Cc2ccccc2CC1C(=O)NCCc1ccccc1` (stereo not given) gave C2C12 statin 1, Cneo AK release 1, PGC1a acetyl inh -7, miR-122 sensor 0, INS-1E GSIS act 2, FN deposition inh 1, PglD inh -1 and F508del corr 1.1.
For CCCNC(=O)Nc1ccc2c(c1)OC[C@@H](C)N(Cc1ccccn1)C[C@@H](C)[C@@H](OC)CN(C)C2=O the results were C2C12 statin 10, Cneo AK release -6, PGC1a acetyl inh 0, INS-1E GSIS act 15, FN deposition inh -6, PglD inh 2 and F508del corr -2.5.
For CC1=C(C(=O)OCC(C)C)C(c2cc3c(cc2Br)OCO3)NC(=O)N1C (stereo not given) the results were C2C12 statin 13, Cneo AK release 2, PGC1a acetyl inh 0, miR-122 sensor 1 and PglD inh -3.
`CCOC(=O)c1[nH]c(C)c(/C(O)=C2\C(=O)C(=O)N(CCCn3ccnc3)C2c2ccncc2)c1C` (stereo not given) gave C2C12 statin -3, Cneo AK release 1, PGC1a acetyl inh -7, miR-122 sensor 1 and PglD inh 0.
Screening O=C(COC(=O)CCOc1ccccc1)Nc1cc(S(=O)(=O)N2CCCCC2)ccc1Cl returned C2C12 statin 3, Cneo AK release 1, miR-122 sensor -1, INS-1E GSIS act 11, FN deposition inh 5, PglD inh -3 and F508del corr 2.6.
`CO[C@H](CN(C)C(=O)C1CC1)[C@@H](C)CN(C(=O)Nc1ccc(C(F)(F)F)cc1)[C@H](C)CO` gave C2C12 statin -17, Cneo AK release -2, PGC1a acetyl inh 13, INS-1E GSIS act -32, FN deposition inh -2, PglD inh -1 and F508del corr 4.4.
Screening O=C(CN1CCN(C(=O)c2ccccc2)CC1)Nc1ccccc1 returned C2C12 statin -26, Cneo AK release 7, PGC1a acetyl inh 4, miR-122 sensor -6, INS-1E GSIS act 5, FN deposition inh 3, PglD inh 6 and F508del corr 0.7.
CCCCN(Cc1cc2cc(OC)ccc2[nH]c1=O)C(=O)c1ccccn1 was read as C2C12 statin 9, Cneo AK release 1, PGC1a acetyl inh 13, miR-122 sensor -4, INS-1E GSIS act 5 and PglD inh 2.
Cc1cc(O)cc(O)c1C(=O)Cc1cscn1 was read as C2C12 statin -8, Cneo AK release 0, PGC1a acetyl inh 3, miR-122 sensor 6, INS-1E GSIS act 12 and PglD inh -1.
For O=C(NC(=O)c1cccc(F)c1)OC[C@@H]1CCCN2CCCC[C@H]12 the results were C2C12 statin -1, Cneo AK release 4, PGC1a acetyl inh 7, miR-122 sensor -3, INS-1E GSIS act 10, FN deposition inh -2 and F508del corr -1.6.
`CSc1ccc(NC(=O)NN(c2ccccc2)C2CCS(=O)(=O)C2)cc1` (stereo not given) gave C2C12 statin 5, Cneo AK release -1, PGC1a acetyl inh 5, FN deposition inh 1, PglD inh 3 and F508del corr 5.6.
Screening CO[C@H]1CN(C)C(=O)c2ccc(NS(=O)(=O)CC(F)(F)F)cc2OC[C@H](C)N(Cc2ccccn2)C[C@@H]1C returned C2C12 statin -1, Cneo AK release -12, PGC1a acetyl inh 15, INS-1E GSIS act 12, FN deposition inh -4, PglD inh 0 and F508del corr 0.3.
C/C(=N/NC(=O)CNC(=O)c1ccco1)c1ccc(Cl)cc1 was read as C2C12 statin -3, Cneo AK release 5, PGC1a acetyl inh -2, miR-122 sensor -1, INS-1E GSIS act 19, FN deposition inh -3, PglD inh -4 and F508del corr -0.5.
COc1ccc2nc3oc(C(=O)N4CCN(c5cccc(Cl)c5)CC4)cc3cc2c1 was read as C2C12 statin -7, Cneo AK release 0, PGC1a acetyl inh 5, miR-122 sensor 42, INS-1E GSIS act -25 and PglD inh 4.

Copied from above (3 entries):
Screening CO[C@H]1CN(C)C(=O)c2ccc(NS(=O)(=O)CC(F)(F)F)cc2OC[C@H](C)N(Cc2ccccn2)C[C@@H]1C returned C2C12 statin -1, Cneo AK release -12, PGC1a acetyl inh 15, INS-1E GSIS act 12, FN deposition inh -4, PglD inh 0 and F508del corr 0.3.
C/C(=N/NC(=O)CNC(=O)c1ccco1)c1ccc(Cl)cc1 was read as C2C12 statin -3, Cneo AK release 5, PGC1a acetyl inh -2, miR-122 sensor -1, INS-1E GSIS act 19, FN deposition inh -3, PglD inh -4 and F508del corr -0.5.
COc1ccc2nc3oc(C(=O)N4CCN(c5cccc(Cl)c5)CC4)cc3cc2c1 was read as C2C12 statin -7, Cneo AK release 0, PGC1a acetyl inh 5, miR-122 sensor 42, INS-1E GSIS act -25 and PglD inh 4.

(listing goes on)
`CCOC(=O)c1cc(OC(C)=O)c2ccc(OC)c(OC)c2c1` gave Cneo AK release -3, INS-1E GSIS act -12, FN deposition inh 2, PglD inh -8 and F508del corr 3.2.
For CN1OC[C@@H]2CN(S(=O)(=O)c3ccccc3)[C@H](c3ccccc3Br)C[C@@H]21 the results were C2C12 statin 1, Cneo AK release 2, PGC1a acetyl inh -5, miR-122 sensor -2, INS-1E GSIS act 3, FN deposition inh -3, PglD inh 3 and F508del corr 2.6.
`COc1ccc(CN(C)C[C@@H]2OCCCC[C@@H](C)Oc3ccc(NS(=O)(=O)c4ccc(F)cc4)cc3C(=O)N([C@H](C)CO)C[C@H]2C)cc1` gave Cneo AK release 2, PGC1a acetyl inh 3, miR-122 sensor -1[16.7 µM], INS-1E GSIS act -21, FN deposition inh -7, PglD inh -2 and F508del corr 2.1.
COc1ccc(C#Cc2ccc([C@@H]3[C@H]4CN(C(=O)Nc5ccccc5)CCCCN4[C@H]3CO)cc2)cc1 was read as Cneo AK release 0, PGC1a acetyl inh -26, miR-122 sensor -8[16.7 µM], INS-1E GSIS act 15, PglD inh -3 and F508del corr -2.6.
`CCN1CCc2c(OCc3ccc(C(=O)OC)o3)cccc2C1=O` gave PGC1a acetyl inh 7, INS-1E GSIS act 7, FN deposition inh 0 and F508del corr 0.0.
Screening CCC(C)NC(=O)c1cc(-c2cccs2)nc2ccccc12 (stereo not given) returned C2C12 statin 2, Cneo AK release -1, PGC1a acetyl inh -2, miR-122 sensor -15, INS-1E GSIS act 19, FN deposition inh -3, PglD inh -3 and F508del corr -0.7.
Screening O=C(COc1cccnc1[N+](=O)[O-])Nc1c(Cl)cccc1Cl returned C2C12 statin -3, Cneo AK release 0, PGC1a acetyl inh -1, miR-122 sensor -6, INS-1E GSIS act -4, FN deposition inh 1, PglD inh -6 and F508del corr 2.0.
Screening COc1ccc(CN(C)C[C@@H]2Oc3ccc(NC(=O)Nc4c(C)noc4C)cc3CC(=O)N([C@H](C)CO)C[C@H]2C)cc1 returned C2C12 statin 0, Cneo AK release -3, PGC1a acetyl inh -3, miR-122 sensor -4[16.7 µM], INS-1E GSIS act 12, FN deposition inh 4, PglD inh 2 and F508del corr -1.4.
Screening Cc1nn(C)c(-c2n[nH]c(=S)n2Cc2ccco2)c1Cl returned Cneo AK release 7, PGC1a acetyl inh 5, miR-122 sensor 7, FN deposition inh -3 and PglD inh -1.
CCOc1ccc(Br)cc1S(=O)(=O)N1CCSC1 was read as C2C12 statin -6, Cneo AK release 3, miR-122 sensor 38, INS-1E GSIS act 1, FN deposition inh -3, PglD inh -4 and F508del corr -0.8.
COc1ccccc1-c1nc(C#N)c(N2CCC(C(N)=O)CC2)o1 was read as Cneo AK release -1, miR-122 sensor 7, FN deposition inh 3 and PglD inh -3.
